Screening data from PubChem BioAssay.
ALDH1A1 inh = qHTS Assay for Inhibitors of Aldehyde Dehydrogenase 1 (ALDH1A1). AID 1030, 2008. Purified ALDH1A1, NADH fluorescence, propionaldehyde substrate. 220,000 compounds, 7.3% hits. Aldehyde dehydrogenase 1A1 (Homo sapiens), P00352. Potency, µM (titrated, usually from 75.3 µM), without a hit: at the top dose activity, negative = inhibition, hits mostly inhibitors; active = well fitted inhibition curve with a large enough effect, not every such curve was filed as active; inconclusive = small, poorly fitted or top-dose-only effect, or another doubt; inactive = no such curve, though single readings can be large or run the other way;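 also: plate controls were no enzyme wells and a reference inhibitor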
Target sequence (P00352 whole entry, looked up): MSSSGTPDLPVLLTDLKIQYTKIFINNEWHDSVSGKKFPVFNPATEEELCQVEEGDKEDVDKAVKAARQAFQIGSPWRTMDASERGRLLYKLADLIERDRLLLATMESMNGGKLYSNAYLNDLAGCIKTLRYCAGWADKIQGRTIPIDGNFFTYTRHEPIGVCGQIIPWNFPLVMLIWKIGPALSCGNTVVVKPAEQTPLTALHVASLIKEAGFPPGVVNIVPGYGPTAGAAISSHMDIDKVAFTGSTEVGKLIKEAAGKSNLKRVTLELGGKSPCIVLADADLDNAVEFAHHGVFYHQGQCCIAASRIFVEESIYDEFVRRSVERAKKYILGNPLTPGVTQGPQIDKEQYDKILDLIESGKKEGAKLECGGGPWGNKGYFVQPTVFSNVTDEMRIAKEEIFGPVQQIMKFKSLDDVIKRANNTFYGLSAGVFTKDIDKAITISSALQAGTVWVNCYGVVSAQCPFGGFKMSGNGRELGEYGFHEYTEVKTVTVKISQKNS
L3MBTL1 block = qHTS Assay for the Inhibitors of L3MBTL1 | AlphaScreen L3MBTL1–H3K9me1 peptide binding | Lethal(3)malignant brain tumor-like protein 1 (Homo sapiens), Q9Y468 | Potency, µM (top dose mostly 57.1 µM), for inactives: top-dose activity, negative = inhibition, hits mostly inhibitors | 230,000 compounds, 0.66% hits; also: nearly all actives have a fitted effect of over 60% in size
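First, the protein-peptide complex forms for 30 min at room temperature (L3MBTL1 50 nM, biotinylated H3K9me1 peptide 75 nM). Next, compounds are pin-transferred and incubated 30 min. Finally, AlphaScreen beads are added and read after 30 min.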
Tau ThT inhib = qHTS for Inhibitors of Tau Fibril Formation, Thioflavin T Binding. Microtubule-associated protein tau (Homo sapiens), P10636. recombinant tau K18 P301L, heparin-induced fibrillization, ThT fluorescence. Potency, µM (top dose mostly 57.4 µM), without a hit: at the highest dose activity, negative = inhibition, most hits filed as inhibitors. 270,000 compounds, 2.1% hits. AID 1460, 2008; also: nearly all actives have a fitted effect of over 55% in size
Target sequence (P10636 561-689 P618L limits assumed): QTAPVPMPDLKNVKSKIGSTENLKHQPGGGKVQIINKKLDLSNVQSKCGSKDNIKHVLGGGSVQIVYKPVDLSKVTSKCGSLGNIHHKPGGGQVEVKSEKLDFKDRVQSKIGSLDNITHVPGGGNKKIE
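Using a mix of unlabeled (15 uM) and Alexa 594-labeled (0.24 uM) tau K18 P301L, heparin-triggered fibrillization over 6 hr at 37 C was scored by ThT fluorescence.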
Tau fibril FP = qHTS for Inhibitors of Tau Fibril Formation, Fluorescence Polarization; 280,000 compounds, 0.39% hits; Potency, µM (series often up to 57.7 µM), for the others: top-dose activity, negative = inhibition, actives largely listed as inhibitors; AID 1468, 2008; Microtubule-associated protein tau (Homo sapiens), P10636; K18 P301L tau heparin fibrillization, Alexa594 FP, 6 h; also: nearly all actives have a fitted effect of over 55% in size
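Read-out: fluorescence polarization of Alexa 594-labeled tau (0.24 uM), 555 nm excitation, 632 nm emission. Mixtures held 15 uM unlabeled K18 P301L, compound and 20 uM heparin, pH 7 acetate buffer, incubated 6 hr at 37 C.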
Tau fluor cs = Counterscreen qHTS for Inhibitors of Tau Fibril Formation, Fluorescence Polarization; tau K18 P301L (four-repeat tau fragment) Alexa594 fluorescence, heparin fibrillization; AID 1463, 2008; 280,000 compounds, 0.93% hits; Potency, µM (titrated, usually from 57.7 µM), inactives show top-dose activity change, negative = decrease; also: nearly all actives have a fitted effect of over 55% in size
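Human K18 P301L tau (15 uM unlabeled plus 0.24 uM Alexa 594-labeled, final) in 100 mM sodium acetate pH 7 was mixed with compound and 20 uM heparin and incubated 6 hr at 37 C.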
TRb SRC2 PPI = qHTS for Inhibitors of the Interaction of Thyroid Hormone Receptor and Steroid Receptor Coregulator 2; 280,000 compounds, 0.065% hits; Thyroid hormone receptor beta (Homo sapiens), P10828; TRbeta-SRC2 peptide binding, fluorescence polarization; receptor liganded with 1 µM T3; Potency, µM (top dose mostly 106 µM), without a hit: top-dose activity change, negative = inhibition, usual class: inhibitors;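 also: plate controls were bound peptide for no effect and peptide without receptor for full effect; nearly all actives have a fitted effect of over 50% in size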
Target sequence (P10828 whole entry, looked up): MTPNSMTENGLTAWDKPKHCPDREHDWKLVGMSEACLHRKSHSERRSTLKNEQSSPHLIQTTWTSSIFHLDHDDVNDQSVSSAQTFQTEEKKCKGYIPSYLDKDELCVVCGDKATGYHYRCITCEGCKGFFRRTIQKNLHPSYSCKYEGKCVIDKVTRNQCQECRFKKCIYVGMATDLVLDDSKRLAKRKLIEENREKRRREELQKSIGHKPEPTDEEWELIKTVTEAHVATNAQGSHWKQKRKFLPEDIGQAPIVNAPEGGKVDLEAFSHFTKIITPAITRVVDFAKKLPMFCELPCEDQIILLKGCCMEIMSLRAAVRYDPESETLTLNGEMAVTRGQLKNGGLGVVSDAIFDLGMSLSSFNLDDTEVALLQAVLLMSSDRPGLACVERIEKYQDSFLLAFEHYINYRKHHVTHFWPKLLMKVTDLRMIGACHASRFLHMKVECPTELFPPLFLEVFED
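Binding of a 20-amino-acid Texas Red SRC2 peptide (20 nM) to TRb ligand-binding domain (0.6 uM) with agonist T3 at 1 uM was followed by fluorescence polarization after a 5 hr room-temperature incubation.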
aGal spleen mod = qHTS Assay for Inhibitors and Activators of Human alpha-Galactosidase From Spleen Homogenate. human spleen homogenate, 4MU-alpha-Gal fluorescence, 40 min. 240,000 compounds, 0.008% hits. Alpha-galactosidase A (Homo sapiens), P06280. Potency, µM (doses to about 80 µM), without a hit: top-dose activity change, negative = inhibition, hits mostly inhibitors;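 also: 0% = enzyme with vehicle and -100% = no enzyme basal signal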
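Fluorogenic readout (Ex 365/Em 440 nm) of 4-methylumbelliferone released from 1 mM 4-MU-alpha-galactoside by spleen homogenate, 40 min at 37C, pH 5.0. Data normalized to no-enzyme and enzyme controls; Hill-equation AC50 from compound titrations.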
TR SRC2 fluor cs = Total Fluorescence Counterscreen for Inhibitors of the Interaction of Thyroid Hormone Receptor and Steroid Receptor Coregulator 2; TRb/SRC2 Texas Red total fluorescence interference; Potency, µM (series often up to 106 µM), inactives show top-dose fluorescence change, negative = quenching; 280,000 compounds, 0.29% hits; active = well fitted curve in either direction with a large enough effect; inconclusive = small, poorly fitted or top-dose-only effect
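Human TRb ligand-binding domain at 0.6 uM with 20 nM Texas Red SRC2 peptide in Tris buffer containing 1 uM T3 and 5% DMSO, incubated with compound 5 h at ambient temperature. Total fluorescence (555/632 nm) calculated as parallel + 2 × perpendicular.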
An asterisk follows results filed as active; ? = inconclusive; . = no result given; [ ] = remark or other dose. Unless noted, calls follow the shape of the dose curve; as a rule, active = well fitted curve in the direction sought with a large enough effect; inconclusive = small, poorly fitted or top-dose-only effect, or another doubt; inactive = no such curve, though single readings can be large; an effect the other way counts as inactive or inconclusive. Unless noted, % is scaled to controls: 0 for no effect and ±100 for the full control effect; potency is read from the fitted curve at half-maximal effect.

SMILES | ALDH1A1 inh | L3MBTL1 block | Tau ThT inhib | Tau fibril FP | Tau fluor cs | TRb SRC2 PPI | aGal spleen mod | TR SRC2 fluor cs
CCOC(=O)c1scc(-c2ccccc2)c1S(=O)(=O)Nc1cc(OC)cc(OC)c1 | . | . | -4% | -11% | ? | 4% | . | -5%
COc1ccc(/C=C2\CCC/C(=C\C=N\N(C)C)C2=O)cc1 | 4µM* | ? | 2.5µM* | 0% | -29% | 1% | 0% | -6%
CCC1=Nc2ccc(Br)cc2C(c2ccccc2)N1CC(=O)OC (stereo unspecified) | 0% | 4% | -12% | 2% | -4% | -2% | 9% | 2%
COc1ccc(-c2nn(-c3cccc([N+](=O)[O-])c3)c3c2cnc2cc4c(cc23)OCO4)cc1 | . | . | 2% | -2% | 0% | -6% | . | 1%
COc1cc(C=C2C(=O)c3ccccc3C2=O)cc(OC)c1 | . | . | . | 6% | ? | 1% | 9% | -2%
Cn1c(SCc2ccc(C#N)cc2)nnc1-c1ccccc1 | -3% | 7% | -11% | -2% | -7% | -8% | -5% | 1%
COC(=O)c1cc(Br)c(=O)n(-c2cc(C)on2)c1 | -1% | 5% | 1% | -9% | -6% | 0% | -9% | 3%
N/C(CCN1CCCCC1)=N/O | 6% | . | 0% | 1% | 1% | 3% | 5% | 2%
COC(C(=O)NCc1ccccc1C)c1ccccc1 (stereo unspecified) | 6% | 2% | 1% | -9% | 4% | -1% | -6% | -2%
CCN1/C(=C\C=C2\C(=O)N(c3ccccc3)C(=S)N2C)Sc2ccccc21 | 0% | . | -12% | -5% | -15% | -2% | -20% | 2%
Cc1nnn(C23CC4CC(CC(CC(=O)Nc5ccc(C)c(Cl)c5)(C4)C2)C3)n1 | 12% | 15% | -3% | -5% | -28% | 6% | -2% | -1%
CCN(c1ccccc1)c1nnc(NC(=O)Nc2ccc(Br)c(C)c2)s1 | . | . | 6% | -7% | -1% | -3% | . | 1%
COC(=O)C(C)(C)ONC(=O)Nc1ccc(C)cc1 | 5% | 9% | -1% | 4% | -1% | -12% | -3% | 2%
Cc1cc(C)c2c(=O)[nH]n(C(C)C)c2n1 | ? | . | -13% | 0% | 2% | -11% | -1% | -7%
Cc1ccc(C2c3c(oc4ccccc4c3=O)C(=O)N2c2nncs2)cc1 (stereo unspecified) | . | . | . | -10% | -5% | 2% | 2% | 0%
CCC(C)(C)NCC(=O)Nc1ccc(OC(F)(F)F)cc1 | 8% | . | 0% | -1% | -3% | -16% | 3% | 3%
CCOC(=O)C(Cc1ccc(Cl)cc1Cl)c1ccno1 (stereo unspecified) | -3% | -3%[2.29 µM] | 4% | 3% | 1% | -2% | 2% | -5%
O=C(c1cccc(F)c1)N1CCN(c2cc(N3CCCCC3)c(F)cc2[N+](=O)[O-])CC1 | ? | ? | ? | -1% | -17% | 4% | -4% | 3%
Cc1onc(-c2c(Cl)cccc2Cl)c1C(=O)N1CCCc2ccccc21 | -5% | . | -10% | -5% | -17% | 7% | -10% | 0%
CCSC1=NCCN1C(=O)Cc1ccc(-c2ccccc2)cc1 | -1% | 12% | -17% | 0% | -16% | -2% | -1% | 1%
CCc1ccc(/C=C2\SC(N3CCOCC3)=NC2=O)cc1 | 2% | . | -6% | 2% | -4% | 4% | -11% | -4%
Cc1oc(S(=O)(=O)N2CCCCC2)cc1NC(=O)Nc1ccc(Cl)cc1 | . | -3% | 0% | ? | ? | 5% | 1% | -1%
O=S(=O)(NCc1cn2ccsc2n1)c1ccc(Oc2ccccc2)cc1 | 5% | -8% | -2% | -2% | -2% | -2% | 1% | -6%
CC(C)(C)C1CCc2c(sc(NC(=O)c3ccncc3)c2C(N)=O)C1 (stereo unspecified) | -5% | 9% | -10% | ? | 9% | 3% | 7% | -4%
COc1ccccc1NC(=S)NC(=O)C(C)(C)C | -1% | 29% | -4% | -2% | -5% | -6% | 13% | -6%

Additional compounds:
SMILES | ALDH1A1 inh | L3MBTL1 block | Tau ThT inhib | Tau fibril FP | Tau fluor cs | TRb SRC2 PPI | aGal spleen mod | TR SRC2 fluor cs
Cc1nn(CCCC(=O)NCc2ccccc2)c(=O)c2c1sc1ccccc12 | . | . | ? | 1% | -15% | -5% | . | -4%
COc1ccc(CCNC(=O)c2ccc(=O)[nH]c2)cc1 | -1% | 8% | 3% | 3% | 4% | -9% | 1% | -1%
O=C(NCC(=O)N(c1cccnc1)C(C(=O)NC1CCCC1)c1ccco1)c1cccs1 (stereo unspecified) | ? | -2% | 6% | -3% | 7% | -9% | -3% | -1%
COc1cc(OC)cc(-c2nnc(SCc3cccc(C(=O)O)c3)o2)c1 | -13% | . | -12% | -9% | -10% | 6% | -1% | 0%
CCOC(=O)/C(=C/Nc1ccccc1)[N+](=O)[O-] | -4% | -6% | -25% | 2% | -5% | -1% | -12% | -6%
O=C(CSc1nc2cc(Cl)ccc2o1)NCCc1ccccc1 | 2% | 3% | -17% | 8% | -23% | -1% | 10% | 2%
O=C(O)Cc1ccc2sc(-c3ccccc3)nc2c1 | -5% | 13% | 1% | 7% | 3% | -3% | 1% | -4%
O=C(CN1C(=O)CSC1=O)N1CCc2ccccc2C1 | -9% | -14% | 9% | -2% | 4% | -10% | 3% | 0%
NC(=O)COC(=O)c1cc(-c2ccco2)nc2ccccc12 | . | -3% | ? | ? | -27% | -4% | 13% | -2%
CCNc1nc(NC(C)(C)C)nc(SC(C(C)=O)C(C)=O)n1 | -6% | 0% | -3% | -3% | -3% | -5% | 2% | -3%
O=C(N/C(=C/c1cccnc1)C(=O)N1CCOCC1)c1ccccc1 | 3% | 10% | -2% | 2% | 6% | -2% | -8% | 3%
CCN(CC)S(=O)(=O)c1ccc2nc(CCl)[nH]c2c1 | 20µM* | -1% | 3% | 5% | 3% | -9% | 0% | 0%
CCS(=O)(=O)N1CCC(C(=O)NCCN2CCOCC2)CC1 | 2% | -1% | -9% | -10% | -11% | -11% | -7% | -3%
COc1cccc(-n2nnnc2SCC(=O)c2cc(OC)ccc2OC)c1 | -22% | -2% | -1% | -11% | -9% | 5% | -7% | 0%
CCOC(=O)C1=C(C)NC(C)=C(C(=O)OCC)C1C1=COCCO1 | ? | -4% | -5% | -6% | -4% | -9% | -1% | 1%
CN1CCN(C(=O)c2cccc(S(=O)(=O)N3CCCCC3)c2)CC1 | 5% | -5% | -3% | 1% | 1% | -3% | 7% | -6%
O=C(NNC(=O)c1ccccc1Cl)c1ccncc1 | 4% | 5% | 5% | 3% | 3% | -3% | 8% | -3%
COc1cccc(-c2nc(NCC3CCCO3)c3ccccc3n2)c1O (stereo unspecified) | -16% | 1% | ? | 19% | 20µM*[quencher] | 4% | -8% | -8%
COc1ccccc1NC(=O)CSc1nnc2ccc(-c3cccnc3)nn12 | -4% | -3% | -10% | 7% | -5% | -1% | 2% | -2%
CCOc1ccc(N2C(=O)CN=C2Nc2ccccc2Cl)cc1 | 9% | 5% | -3% | -7% | -6% | -1% | 10% | -4%
CCN1CCN(c2ccc(NC(=O)CCc3c(C)nc4c(-c5ccccc5)c(C)nn4c3C)cc2)CC1 | ? | -5% | ? | ? | ? | 7% | -4% | 3%
CCn1nnc(NC(=O)c2cccnc2)n1 | -13% | 0% | -7% | 8% | 0% | -4% | 4% | 0%
CCOC(=O)c1cc(S(=O)(=O)NCc2ccccc2)[nH]n1 | . | . | -9% | -3% | -7% | -5% | . | -1%
NC(=O)COC(=O)c1cccnc1Nc1ccccc1F | 11µM* | 3% | -5% | -8% | -7% | -1% | -3% | 2%
N#Cc1c(NC(=O)c2ccc(Cn3cc(Br)cn3)o2)sc2c1CCCCC2 | ? | 1% | ? | 9% | ? | -4% | -6% | 1%

(listing goes on)
SMILES | ALDH1A1 inh | L3MBTL1 block | Tau ThT inhib | Tau fibril FP | Tau fluor cs | TRb SRC2 PPI | aGal spleen mod | TR SRC2 fluor cs
CCOc1ccc(CN2CCNC(=O)C2CC(=O)O)cc1 (stereo unspecified) | 9% | 7% | -6% | 3% | 0% | -4% | -2% | -1%
Cc1cc(C)cc(NC(=S)N(Cc2ccc(Cl)cc2)Cc2ccc(C(=O)O)cc2)c1 | 13% | . | -13% | -1% | -12% | -6% | -8% | 0%
O=C(OCc1ccc2c(c1)OCO2)c1cccc(S(=O)(=O)N2CCCCC2)c1 | 7.1µM* | . | ? | 0% | -26% | -6% | 0% | 1%
O=C1c2ccc3c4c(ccc(c24)C(=O)N1c1cccc(O)c1)C(=O)N(c1cccc(O)c1)C3=O | . | . | -4% | -1% | -11% | 0% | 2% | 4%
CCCNC(=O)/C=C/c1ccc(C(C)C)cc1 | ? | -4% | -15% | 1% | -6% | 4% | 1% | -3%
COC(=O)c1c(-c2ccncc2)csc1NC(=O)c1ccoc1C | -7% | 1% | -17% | -1% | -12% | 5% | 4% | 1%

A second format for part of the listing above.
molecule	ALDH1A1 inh	L3MBTL1 block	Tau ThT inhib	Tau fibril FP	Tau fluor cs	TRb SRC2 PPI	aGal spleen mod	TR SRC2 fluor cs
Cc1cc(C)cc(NC(=S)N(Cc2ccc(Cl)cc2)Cc2ccc(C(=O)O)cc2)c1	13%	.	-13%	-1%	-12%	-6%	-8%	0%
O=C(OCc1ccc2c(c1)OCO2)c1cccc(S(=O)(=O)N2CCCCC2)c1	7.1µM*	.	?	0%	-26%	-6%	0%	1%
O=C1c2ccc3c4c(ccc(c24)C(=O)N1c1cccc(O)c1)C(=O)N(c1cccc(O)c1)C3=O	.	.	-4%	-1%	-11%	0%	2%	4%
CCCNC(=O)/C=C/c1ccc(C(C)C)cc1	?	-4%	-15%	1%	-6%	4%	1%	-3%

Not a hit list. Share with any hit: about 8.5%.
